# Screening results deposited in PubChem BioAssay by Broad Institute.
# U2OS ROS induce – inducers of reactive oxygen species in cancer cells; 46,000 tested, 2% active; U2OS ROS induction, H2DCF-DA fluorescence; ROS induction (% of piperlongumine), % at 10 µM; in the data active = ROS induction above about 79%, passing the limit was not always enough; inconclusive = no clear call, values can overlap the other calls;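 note: 0% = DMSO vehicle median and 100% = reference compound median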
# The depositor's hits bear a star; u = inconclusive. This is a subset; rates above refer to the full screens.
entry | canonical_smiles | U2OS ROS induce
1 | C[C@H](CO)N1C[C@H](C)[C@H](CN(C)S(C)(=O)=O)Oc2ncc(-c3ccccc3)cc2C1=O | 1
2 | C[C@@H]1CN([C@H](C)CO)C(=O)c2cccc(NS(=O)(=O)c3ccccc3)c2O[C@@H]1CN(C)C | -3
3 | Cc1noc(C)c1S(=O)(=O)Nc1ccc2c(c1)C(=O)N([C@@H](C)CO)C[C@@H](C)[C@@H](CN(C)C(=O)Nc1ccc(F)cc1)O2 | -1
4 | COC(=O)[C@@]1(Cc2ccccc2)COC(c2ccc(OCCCO)cc2)=N1 | -1
5 | COc1cccc2c1C(=O)c1c(O)c3c(c(O)c1C2=O)C[C@@](O)(C(=O)CO)C[C@@H]3O[C@H]1C[C@H](N)[C@H](O)[C@H](C)O1 | u
6 | O=C(CSCc1ccccc1)Nc1ccc(-c2nc3cccnc3s2)cc1 | 16
7 | COc1ccc(NC(=O)Nc2cccc3c2O[C@@H](CN(C)S(=O)(=O)c2ccc(F)cc2)[C@@H](C)CN([C@H](C)CO)C3=O)cc1 | -7
8 | COc1ccccc1S(=O)(=O)N(C)C[C@@H]1OCc2cnnn2CCCC(=O)N([C@@H](C)CO)C[C@@H]1C | -9
9 | CNC[C@@H]1Oc2ccc(NS(=O)(=O)c3cccs3)cc2C(=O)N([C@H](C)CO)C[C@H]1C | -6
10 | C[C@H]1CN([C@@H](C)CO)C(=O)c2cc(NS(=O)(=O)c3ccccc3)ccc2O[C@@H]1CN(C)Cc1ccncc1 | -8
11 | Cn1nc2c3ccccc3n(Cc3ccccc3)c2nc1=S | 50
12 | C[C@@H]1CN([C@H](C)CO)C(=O)Cc2cc(NC(=O)Cc3ccccc3)ccc2O[C@@H]1CN(C)C(=O)NC1CCCCC1 | -3
13 | C[C@H]1CN([C@@H](C)CO)C(=O)c2cccc(NC(=O)Nc3ccc4c(c3)OCO4)c2O[C@@H]1CN(C)Cc1ccncc1 | -7
14 | Cc1ccc(S(=O)(=O)Nc2ccc3c(c2)CC(=O)N([C@@H](C)CO)C[C@H](C)[C@@H](CN(C)C(=O)NC(C)C)O3)cc1 | -1
15 | CS(=O)(=O)N(CC(=O)Nc1c(F)cccc1F)c1cccc([N+](=O)[O-])c1 | -3
16 | CCCc1cc(=S)sc(N)n1 | -6
17 | Cc1c(Cl)cccc1NC(=O)COc1ccc(C(=O)Nc2cccc(C(F)(F)F)c2)cc1 | 4
18 | c1ccc(OCCSc2nnc3n(-c4ccccc4)c4ccccc4n23)cc1 | 13
19 | O=C(CSc1nnc(-c2ccncc2)n1-c1ccccc1)Nc1ccc(Br)cc1C(F)(F)F | -17
20 | C[C@@H]1CN([C@H](C)CO)C(=O)c2cccc(N(C)C)c2O[C@@H]1CN(C)C(=O)Nc1ccc2c(c1)OCO2 | -7
21 | C[C@@H]1CN([C@H](C)CO)C(=O)Cc2cc(NC(=O)Nc3ccc(C(F)(F)F)cc3)ccc2O[C@H]1CN(C)Cc1ccc2c(c1)OCO2 | 3
22 | Cc1ccc(S(=O)(=O)N(C)C[C@@H]2Oc3ccc(NS(=O)(=O)c4ccc(F)cc4)cc3CC(=O)N([C@H](C)CO)C[C@@H]2C)cc1 | -2
23 | C[C@@H]1CN([C@H](C)CO)C(=O)c2cccc(NS(=O)(=O)c3cn(C)cn3)c2O[C@H]1CN(C)S(=O)(=O)c1cn(C)cn1 | -10
24 | C[C@@H]1CN([C@H](C)CO)C(=O)Cc2cc(NC(=O)c3ccncc3)ccc2O[C@H]1CN(C)C(=O)NC1CCCCC1 | -1
25 | COc1ccc(NC(=O)COc2cc(C)c(Br)cc2C)c([N+](=O)[O-])c1 | -8
26 | C[C@H]1CN([C@@H](C)CO)C(=O)CCCn2cc(nn2)CO[C@@H]1CN(C)S(=O)(=O)c1ccc(Cl)cc1 | 1
27 | Cc1noc(C)c1NC(=O)N(C)C[C@@H]1Oc2c(NS(C)(=O)=O)cccc2C(=O)N([C@H](C)CO)C[C@H]1C | -9
28 | N#Cc1c(SCC(=O)Nc2c(Cl)cccc2Cl)nc2c(c1-c1cccnc1)CCC2 | 15
29 | Cc1noc(C)c1S(=O)(=O)Nc1ccc2c(c1)C(=O)N([C@H](C)CO)C[C@H](C)[C@H](CN(C)S(C)(=O)=O)OCCCC[C@@H](C)O2 | -11
30 | CC(C)NC(=O)N(C)C[C@H]1Oc2ccc(NC(=O)C3CCCCC3)cc2C(=O)N([C@@H](C)CO)C[C@@H]1C | 43
31 | c1ccc(OCCCc2nc(-c3ccccn3)no2)cc1 | 4
32 | O=C(N/N=C/[C@@H](O)[C@@H](O)[C@H](O)[C@H](O)CO)c1ccccc1O | -14
33 | C[C@@H]1CN([C@H](C)CO)C(=O)CCCn2cc(nn2)CO[C@@H]1CN(C)C(=O)Nc1ccnc(N2CCOCC2)c1 | 2
34 | Cc1noc(C)c1NC(=O)N(C)C[C@H]1Oc2c(NC(=O)Nc3ccc(C(F)(F)F)cc3)cccc2C(=O)N([C@@H](C)CO)C[C@@H]1C | -1
35 | C[C@@H]1CCCCO[C@H](CN(C)C(=O)Nc2cccc3ccccc23)[C@@H](C)CN([C@H](C)CO)C(=O)c2cc(NS(=O)(=O)c3ccccc3)ccc2O1 | 56
36 | C[C@@H]1CN([C@@H](C)CO)C(=O)c2cc(NC(=O)C3CCCCC3)ccc2O[C@H]1CN(C)S(=O)(=O)c1ccc(F)cc1 | -17
37 | CCc1ccc(OCC(=O)Nc2cccc(-c3nc4cc(Cl)ccc4o3)c2C)cc1 | -2
38 | COc1ccc(-c2oc3ncn(CC(C)C)c(=N)c3c2-c2ccc(OC)cc2)cc1 | 94*
39 | COc1ccc(S(=O)(=O)Nc2cccc3c2O[C@H](CN(C)S(=O)(=O)c2ccc(F)cc2)[C@H](C)CN([C@@H](C)CO)C3=O)cc1 | 2
40 | C[C@H]1CN([C@@H](C)CO)C(=O)c2cccc(NC(=O)c3cnccn3)c2O[C@H]1CN(C)Cc1ccc(-c2ccccc2)cc1 | 43
41 | COc1ccc(S(=O)(=O)Nc2cccc3c2O[C@@H](CN(C)S(=O)(=O)c2cccs2)[C@@H](C)CN([C@@H](C)CO)C3=O)cc1 | 0
42 | O=C1NCCN1CCNC(=S)Nc1cc(C(F)(F)F)cc(C(F)(F)F)c1 | -1
43 | C[C@H]1CN([C@@H](C)CO)C(=O)c2cccc(NS(=O)(=O)c3cccs3)c2O[C@H]1CN(C)S(=O)(=O)c1ccc(F)cc1 | -13
44 | COc1ccc(CN2C(=O)c3cccc4cccc(c34)C2=O)cc1S(=O)(=O)N1CCCCCC1 | 34
45 | C[C@@H]1CN([C@@H](C)CO)C(=O)c2cc(NS(=O)(=O)c3ccc(F)cc3)ccc2O[C@@H]1CN(C)C(=O)NC1CCCCC1 | -3
46 | COc1ccc(NC(=O)Nc2ccc3c(c2)CC(=O)N([C@H](C)CO)C[C@H](C)[C@H](CN(C)C)O3)cc1 | -9
47 | C[C@H]1CN([C@@H](C)CO)C(=O)Cc2cc(NS(=O)(=O)c3cn(C)cn3)ccc2O[C@@H]1CN(C)S(C)(=O)=O | -4
48 | C[C@@H]1CN([C@H](C)CO)C(=O)Cc2cc(NS(C)(=O)=O)ccc2O[C@H]1CN(C)Cc1ccncc1 | 13
49 | CCCN(CCC)CCc1cccc2c1CC(=O)N2 | -6
50 | CCN(CC(=O)Nc1cccc(OC)c1)S(=O)(=O)c1ccc2ccccc2c1 | 5
51 | O=C(Nc1cccs1)N1CCN(C(=O)C2CCCO2)CC1 (stereo unspecified) | -1
52 | COC(=O)c1c(N)n(CCc2ccccc2)c2nc3ccccc3nc12 | 55
53 | C[C@H](CO)N1C[C@H](C)[C@@H](CN(C)Cc2ccccc2)Oc2c(NS(=O)(=O)c3cn(C)cn3)cccc2C1=O | -9
54 | COc1ccc(NC(=O)N(C)C[C@@H]2Oc3c(NS(=O)(=O)c4cccs4)cccc3C(=O)N([C@@H](C)CO)C[C@H]2C)cc1 | 0
55 | C[C@H](CO)N1C[C@H](C)[C@@H](CN(C)C(=O)Nc2cccc3ccccc23)Oc2ccc(NS(=O)(=O)c3ccc(F)cc3)cc2C1=O | 14
56 | CNC[C@@H]1OCCCC[C@@H](C)Oc2ccc(NC(=O)Nc3c(C)noc3C)cc2C(=O)N([C@H](C)CO)C[C@@H]1C | -15

# Next part:
entry | canonical_smiles | U2OS ROS induce
57 | COc1ccccc1C(=O)NCCCn1cc(Br)c(C)n1 | 6
58 | COc1ccc(C(=O)NCCC2=CCCCC2)cc1 | -15
59 | CSc1cccc(NC(=O)CNS(=O)(=O)c2c(C)cc(C)cc2C)c1 | 32
60 | COc1ccc(NC(=O)N(C)C[C@H]2Oc3ccc(NC(=O)C4CC4)cc3C(=O)N([C@@H](C)CO)C[C@H]2C)cc1 | -2
61 | Cc1ccc(S(=O)(=O)Nc2ccc3c(c2)CC(=O)N([C@@H](C)CO)C[C@H](C)[C@@H](CN(C)Cc2ccccc2)O3)cc1 | 28
62 | CS(=O)(=O)NCC(c1cccnc1)N1CCN(Cc2ccccc2)CC1 (stereo unspecified) | 24
63 | CC(C)NC(=O)N(C)C[C@H]1Oc2c(cccc2N(C)C)C(=O)N([C@@H](C)CO)C[C@@H]1C | -10
64 | C[C@@H]1CCCCO[C@@H](CN(C)C(=O)Cc2ccccc2)[C@@H](C)CN([C@H](C)CO)C(=O)c2cc(NC(=O)c3ccncc3)ccc2O1 | -6

# Part of the list above, field by field:
63	CC(C)NC(=O)N(C)C[C@H]1Oc2c(cccc2N(C)C)C(=O)N([C@@H](C)CO)C[C@@H]1C
  U2OS ROS induce: -10
61	Cc1ccc(S(=O)(=O)Nc2ccc3c(c2)CC(=O)N([C@@H](C)CO)C[C@H](C)[C@@H](CN(C)Cc2ccccc2)O3)cc1
  U2OS ROS induce: 28

# Following part
entry | canonical_smiles | U2OS ROS induce
65 | C=C1CC[C@@H]2[C@](C)(CO)[C@H](O)CC[C@@]2(C)[C@@H]1CC(O)C1=CCOC1=O (stereo partly specified) | -10
66 | CCC[C@@H](O)[C@H](O)[C@@H]1CC(OC)=CC(=O)O1 | 0
67 | Cc1cccc(-n2c(C)nc3cc(C(=O)NCCN4CCOCC4)ccc32)c1 | 45
68 | Oc1c(Cl)cc(Cl)cc1C1Nc2cc(C(F)(F)F)ccc2-n2cccc21 (stereo unspecified) | 9
69 | C[C@@H]1CN([C@@H](C)CO)C(=O)c2cccc(NC(=O)Nc3ccc(F)cc3)c2O[C@H]1CN(C)S(=O)(=O)c1ccc(Cl)cc1 | 1
70 | CCOC(=O)c1c(CN2CCCCC2)n(-c2ccccc2)c2cc(Br)c(OC)cc12 | 121*
71 | C[C@@H]1CN([C@H](C)CO)C(=O)c2cc(NC(=O)Nc3ccccc3)ccc2O[C@H]1CN(C)C | -13

# By substructure: the entries above containing an aryl methoxy group (15)
entry | canonical_smiles | U2OS ROS induce
5 | COc1cccc2c1C(=O)c1c(O)c3c(c(O)c1C2=O)C[C@@](O)(C(=O)CO)C[C@@H]3O[C@H]1C[C@H](N)[C@H](O)[C@H](C)O1 | u
7 | COc1ccc(NC(=O)Nc2cccc3c2O[C@@H](CN(C)S(=O)(=O)c2ccc(F)cc2)[C@@H](C)CN([C@H](C)CO)C3=O)cc1 | -7
8 | COc1ccccc1S(=O)(=O)N(C)C[C@@H]1OCc2cnnn2CCCC(=O)N([C@@H](C)CO)C[C@@H]1C | -9
25 | COc1ccc(NC(=O)COc2cc(C)c(Br)cc2C)c([N+](=O)[O-])c1 | -8
38 | COc1ccc(-c2oc3ncn(CC(C)C)c(=N)c3c2-c2ccc(OC)cc2)cc1 | 94*
39 | COc1ccc(S(=O)(=O)Nc2cccc3c2O[C@H](CN(C)S(=O)(=O)c2ccc(F)cc2)[C@H](C)CN([C@@H](C)CO)C3=O)cc1 | 2
41 | COc1ccc(S(=O)(=O)Nc2cccc3c2O[C@@H](CN(C)S(=O)(=O)c2cccs2)[C@@H](C)CN([C@@H](C)CO)C3=O)cc1 | 0
44 | COc1ccc(CN2C(=O)c3cccc4cccc(c34)C2=O)cc1S(=O)(=O)N1CCCCCC1 | 34
46 | COc1ccc(NC(=O)Nc2ccc3c(c2)CC(=O)N([C@H](C)CO)C[C@H](C)[C@H](CN(C)C)O3)cc1 | -9
50 | CCN(CC(=O)Nc1cccc(OC)c1)S(=O)(=O)c1ccc2ccccc2c1 | 5
54 | COc1ccc(NC(=O)N(C)C[C@@H]2Oc3c(NS(=O)(=O)c4cccs4)cccc3C(=O)N([C@@H](C)CO)C[C@H]2C)cc1 | 0
57 | COc1ccccc1C(=O)NCCCn1cc(Br)c(C)n1 | 6
58 | COc1ccc(C(=O)NCCC2=CCCCC2)cc1 | -15
60 | COc1ccc(NC(=O)N(C)C[C@H]2Oc3ccc(NC(=O)C4CC4)cc3C(=O)N([C@@H](C)CO)C[C@H]2C)cc1 | -2
70 | CCOC(=O)c1c(CN2CCCCC2)n(-c2ccccc2)c2cc(Br)c(OC)cc12 | 121*
